# From PubChem BioAssay
# SSB-PriA inh = blocks PriA binding to SSB C-terminal tail | AlphaScreen SSBct-PriA binding, biotinylated peptide | inhibition, % at 33 µM | 430,000 tested, 0.6% active | AID 1272365; in the data active means inhibition mostly above about 37%, no sharp cut-off; inactive means mostly below about 20%;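 further: plate controls were negative control peptide for no effect and reference peptide for full effect; strong numbers were not always called active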
# Active calls of the source: *; & = joins results of further samples. Only part of the results is shown; the hit share may differ from the screen's.
SMILES,SSB-PriA inh
CCCCS(=O)(=O)N1CCC(Oc2cnccn2)CC1,5
Cc1ccc(C)c(N2CCN(S(=O)(=O)c3ccsc3C(=O)n3nc(C)cc3C)CC2)c1,2
COC(=O)c1ccccc1-n1c(=O)c2ccccc2c2ccccc2c1=O,1
O=C(NCc1nnc(SCc2ccc(Br)cc2)n1-c1ccc(Br)cc1)c1ccccc1F,-12
CCOc1cccc(C(O)=C2C(=O)C(=O)N(CCOC)C2c2ccncc2)c1 (configuration not stated),-9
CCOc1cc(-c2ccc(Cl)cc2)nc2ccc(NC(=O)Nc3ccccc3Br)cc12,-20
CC(=O)c1sc(NC(=O)/C=C/c2ccc([N+](=O)[O-])cc2)nc1C,-17
CNC(=O)c1ccsc1NC(=O)c1ccc(Br)s1,5
C=CCNC(=O)C(=O)NCC(c1ccc2c(c1)CCCN2C)N(C)C (configuration not stated),-11
COC(=O)c1c(NC(=O)CC2SC(=N)NC2=O)sc(C)c1C (configuration not stated),-15
CCOC(=O)C1CCN(C(=O)Cc2csc(Nc3cccc(C(F)(F)F)c3)n2)CC1,-5
COC(=O)c1c(NC(=O)c2cccc(C(F)(F)F)c2)sc2c1CCN(C(C)C)C2,-31
Cc1ccc2cccnc2c1Cl,21
Cn1nc(-c2cccc(NC(=O)Nc3ccccc3)c2)ccc1=O,-6
CCCC(=NNC(=O)C1CC1)c1ccccc1,-10
COc1cc(OC)c(Nc2cc(C(=O)N3CCC(C)CC3)nc3ccccc23)cc1Cl,-7
Cc1ccc(C(=O)Nc2nsc(-c3ccccc3)n2)cc1,10
O=C(C1CC1)N1CCc2ccc(NS(=O)(=O)c3ccccc3OC(F)(F)F)cc21,-20
O=C(NCC(c1ccco1)N1CCN(c2ccc(F)cc2)CC1)c1cc(-c2ccco2)on1 (configuration not stated),-2
Oc1oc(-c2ccccc2)nc1C=Nc1nccs1,-10
Cn1cc(-c2ccco2)nc1CCNC(=O)c1ccc(F)cc1Cl,-9
CN1C(=O)C(=C2C=C(c3ccccc3)OC3=C2CCCC3)C(=O)N(C)C1=O,-10
Nc1c(C(=O)Nc2ccccc2F)c2ccccn2c1C(=O)c1ccc(Br)cc1,-8
COc1ccc(-c2cc(N)on2)cc1,4
Cc1ccc(Nc2nc(NCCCOC(C)C)nc3c2cnn3-c2ccccc2)cc1C,-6
CN(CC(=O)Nc1ccc(S(C)(=O)=O)cc1)c1nc2ccccc2s1,-2
COCC(C)Nc1ncnc2nc[nH]c12 (configuration not stated),-1
O=C(CNC(=O)c1c(F)cccc1Cl)N/N=C\c1c[nH]c2ccccc12,-16
O=C(CSc1cccc2cccnc12)n1c2ccccc2c2ccccc21,73*
CCN(C(=O)COc1ccc(C)c(C)c1)c1ccccc1,-19
CCC(C)n1c(=O)c2ccccc2n(Cc2nc(-c3ccc(C(F)(F)F)cc3)no2)c1=O (configuration not stated),-6
CC(=O)c1ccc(NC(=O)CSc2nc(C)cc(C)c2C#N)cc1,-17&-16
COc1ccc2c(NCc3ccccc3OC)c(C#N)cnc2c1,-9
Cc1cc2ccccc2n1CCN,1
COc1ccc2sc(N(Cc3ccccc3)C(=O)C3CCCN3S(C)(=O)=O)nc2c1 (configuration not stated),-8
COc1nn(C)cc1C(=O)NCCc1nc(-c2ccco2)cn1C,-1
Cc1nnc(C)n1N=Cc1ccc(C(=O)O)cc1,-3
O=C(NCCC(O)C1CC1)NCc1cccc2ccccc12 (configuration not stated),3
CN(C)c1ccnc(-n2cccc2C=NOCc2ccccc2)c1C#N,3
O=C(Cc1csc(SCc2ccc(Cl)cc2)n1)NC1CC1,-7
Cc1ccc2ncc(C(=O)N3CCc4ccccc43)c(=O)n2c1,4
O=C(NCC1CCN(C2CCCC2)CC1)C(=O)Nc1ccc2c(c1)OCO2,-15
Cc1cc(C(=O)Nc2nc3c(s2)-c2cccc4cccc-3c24)on1,-1
Cn1c(C(F)(F)F)nn(CCNC(=O)CSc2ccc(F)cc2)c1=O,-17
O=C(CSc1ncc(CO)n1CC(=O)NC1CC1)NCc1ccc(F)cc1,-4
CC(=O)c1sc(=Nc2ccccc2)n(Cc2ccco2)c1C,35
Cn1nc(-c2ccccc2NC(=O)NCc2cccs2)ccc1=O,-1
Cc1cc(C)cc(OC(=O)C23CCC(C)(C(=O)C2=O)C3(C)C)c1 (configuration not stated),-8
Cc1cc(C)n(CC(=O)NCc2ccco2)c(=O)c1C#N,-22
Cc1cc(=O)n(-c2nc3sc4c(c3c(=O)[nH]2)CCCC4)[nH]1,1
Cc1cc(-c2nnc(NC(=O)c3ccc(Cc4ccccc4)cc3)o2)nn1C,-4
O=C(NCc1ccccc1Cl)C1CCC(Cn2c(SCc3cccc(F)c3)nc3ccccc3c2=O)CC1 (configuration not stated),-5
Cn1nc(C2CCN(C(=O)c3ccc(F)cc3F)CC2)n(C2CC2)c1=O,-1
CCCCOc1ccc(C(=O)NCC2CCN(C(C)C)CC2)cc1,-16
CC(=O)NC(=NOCc1ccc(Br)cc1)c1nonc1NC(C)=O,-10
NC(=O)CNC(=O)C1CN(c2nc3c(C(F)(F)F)cccc3s2)C1,2
CSc1ccc(Cc2nnc(NC(=O)C34CC5CC(CC(C5)C3)C4)o2)cc1,10
CC1CCN(S(=O)(=O)c2ccc(C(=O)Nc3nc4ccccc4s3)cc2)CC1,14
COc1ccccc1C(=O)ON=C(C)c1ccc(N2C(=O)C3CCCCC3C2=O)cc1 (configuration not stated),-19
Cc1ccc(-c2csc(/C(C#N)=N/Nc3ccc(Cl)cc3Cl)n2)cc1,1

# Some of these compounds in order of SMILES length, lowest first:
SMILES,SSB-PriA inh
CC(=O)c1sc(=Nc2ccccc2)n(Cc2ccco2)c1C,35
CC(=O)NC(=NOCc1ccc(Br)cc1)c1nonc1NC(C)=O,-10
CC1CCN(S(=O)(=O)c2ccc(C(=O)Nc3nc4ccccc4s3)cc2)CC1,14

# The results go on:
SMILES,SSB-PriA inh
CS(=O)(=O)N1CCc2nc(NC(=O)c3cc(-c4ccco4)on3)sc2C1,0
O=C(NN=Cc1ccc(O)cc1O)c1ccc(CN2C(=O)c3cccc4cccc2c34)cc1,-14
CS(=O)(=O)NCC#CCN1CCc2ccccc2C1,3
Cc1cccc(S(=O)(=O)Nc2ccc3c(c2)CN(S(=O)(=O)c2ccccc2)CC3)c1,-2
COc1ccccc1NC(=O)N1CCC(CNC(=O)Nc2c(F)cccc2F)CC1,-8
COc1ccc(C2C(=C(O)c3ccccc3)C(=O)C(=O)N2C)cc1OC (configuration not stated),-10
COc1ccc(OCC(=O)NN=C(C)c2ccc(-n3ccnc3)cc2)cc1,-3
Cc1ccc(C(=O)NN=Cc2ccc(-c3ccc(Br)cc3[N+](=O)[O-])o2)o1,15
Cc1cccc(OCc2nnc(-c3ccccc3)o2)c1,-30
Cc1cccc(C)c1NC(=S)NN=Cc1c(Cl)cccc1Cl,1
Cc1c(C(=O)OCc2ccccc2Cl)nnn1-c1ccc(Br)cc1,-3
COC(=O)c1ccc(NC(=O)c2cc(=O)c(OC)cn2C)cc1,1
Cc1nc2c(=O)n(Cc3c(F)cccc3Cl)nc(-c3cccs3)c2s1,7
CCN(C(=O)Nc1c[nH]c2ccccc12)c1ccccc1C,9&10
O=C(NCCCN1CCN(c2ccccc2)CC1)c1ccc(F)cc1,-10&-6
CCN(CC)C(=S)SCC(=O)Nc1ccc(OC)cc1,5
Cc1cc([C@@H](O)CCNC(=O)NC2CCCC2)c(C)o1,2
COc1ccc(CNC(=O)N2CCC(Oc3cccc4cccnc34)CC2)cc1,0
Cn1nccc1C(=O)N(CC1CCCO1)c1nc2c(F)cccc2s1 (configuration not stated),-2
O=c1[nH]c2nnc(Nc3ccccc3)n2c2[nH]ncc12,-14
COc1ccccc1CCNC(=O)C(=O)Nc1ccc(N2CCCS2(=O)=O)cc1,-8
CN(C)c1cccc(C(=O)N2CC(c3nc(-c4cccc(C(F)(F)F)c4)no3)C2)c1,14
Cn1nc(CNC(=O)c2ccc3cc[nH]c3c2)c2ccccc2c1=O,-5
O=C(Nc1cc([N+](=O)[O-])ccc1O)Oc1ccccc1,-3
COCCn1c(SCc2ccc(C(C)(C)C)cc2)nc2cc(C(=O)OC)ccc2c1=O,-1
O=C(CCc1ccccc1)N1CCN(Cc2cnnn2-c2ccccc2)CC1,-17
CN(C[C@H]1CCCO1)S(=O)(=O)c1ccc(C(=O)Nc2ccc(-c3nc4ccccc4o3)cc2)cc1,-19
CCn1c(C=Nn2cnnc2)nc2ccccc21,2
NC(=NOC(=O)N1c2ccccc2Sc2ccccc21)c1ccc(Br)cc1,17
COc1ccc(-n2c(Cc3cccn3C)nnc2SCC(=O)Nc2nc3ccccc3s2)cc1,-4
COc1ccc(NC(=O)c2ccc(=O)n(Cc3cccc(Cl)c3)c2)cc1OC,-8
CCOc1ccc(C(=O)Nc2ccc3c(c2)N(CCC(C)C)C(=O)C(C)(C)CO3)cc1,23
Cc1csc(NC(=O)c2cccn(Cc3cccc([N+](=O)[O-])c3)c2=O)n1,-4
Cc1nc(-c2cccnc2)sc1-c1ccc(SCc2ccc(C(F)(F)F)cc2)nn1,-3
Cc1cc(N2CCOCC2)nc(N2CCN(C(=O)c3ccc(F)cc3)CC2)n1,-5
Cc1nc(-c2cccs2)sc1CNC(=O)Cn1nnc2ccccc21,14
O=C(NCC(O)(c1ccccc1)C(F)(F)F)c1ccc2ncsc2c1 (configuration not stated),-3
O=S(=O)(c1ccc(F)c(Cl)c1)N1CCN(c2ccccc2F)CC1,-19
CCOC(=O)C1CCc2sc(NC(=O)C3CSCCC(=O)N3)nc21 (configuration not stated),-2
O=C(NN=Cc1ccc(OCc2cnc(Cl)s2)cc1)c1ccncc1,-13
COc1ccc(CCC(=O)N2CCN(Cc3nc(C(C)(C)C)cs3)CC2)cc1,-5
COC(=O)C1CC(Oc2ccccc2F)CN1S(=O)(=O)c1cn(C)cn1 (configuration not stated),-9
CCOC(=O)c1sc2ncn(N=Cc3ccc(O)c(OC)c3)c(=O)c2c1C,-6
Cc1cc(N2Cc3ccccc3OCC2=O)ccc1F,-6
COC(=O)Cn1cnc2c(-c3cccc(F)c3)csc2c1=O,-20
NC(=NOC(=O)CCC1CCCC1)c1ccc([N+](=O)[O-])cc1,15
Cc1ccc([N+](=O)[O-])cc1N1C(=O)CSC1=NNC(=O)c1cccnc1,-1
Cn1nc(C2CCN(C(=O)c3ccc(Br)o3)CC2)n(C2CC2)c1=O,-20
NC(=O)c1c(NC(=O)c2cccc(Br)c2)sc2c1CCCC2,1
COc1ccc(C=NNC(=O)c2sccc2C)c2ccccc12,-10
COc1ccccc1-c1noc(C2CN(CC(=O)Nc3cccnc3)C2)n1,3
Cc1cc(C)cc(-n2nnc(C(=O)OCc3ccccc3Cl)c2C)c1,-9
Cc1ccc(NC(=O)NCC(C)N2CCCC2)cc1Cl (configuration not stated),-7
Cc1ccc(N2CC(c3nc(-c4ccc5c(c4)OCO5)no3)CC2=O)cc1F (configuration not stated),-17
CCOc1ccc(C(O)=C2C(=O)C(=O)N(CCOCCO)C2c2cccnc2)cc1 (configuration not stated),-1
O=C(CNC(=O)c1ccccc1C(F)(F)F)N/N=C\c1cccs1,4
Nc1nnc(-c2ccco2)o1,5&12
COc1ccc(CCNC(=O)NCCn2ccc(-c3ccccn3)n2)cc1,-6
COc1ccc2nc(OC3CN(C(=O)c4cn(C)nn4)C3)sc2c1,5
CS(=O)(=O)N1CCC(C(=O)N(CC2CCCO2)c2nc3c(F)cccc3s2)CC1 (configuration not stated),-11
# The listing continues.
SMILES,SSB-PriA inh
Cc1cc(=O)[nH]c(NN=Cc2c(O)n(-c3ccccc3)c(=O)c3ccccc23)n1,85*
Cc1ccc(S(=O)(=O)N(C)Cc2ccc(C(=O)NN=Cc3ccc(OC(F)F)cc3OC(F)F)cc2)cc1,1
O=C(Nc1ccc(O)c(-c2nc3ccccc3s2)c1)c1ccc(Br)s1,-16
Cn1c(=NC(=O)C2CC2)sc2cc3c(cc21)OCCO3,-3
O=C(CON=C1CCCc2nonc21)Nc1ccccc1Cl,0
CN1CCCCC1CCl (configuration not stated),12
CCOc1ncccc1C(=O)N1CCC(c2cc(C(=O)Nc3ccccc3F)n[nH]2)CC1,-2

# Structures above that contain an aryl methoxy group:
SMILES,SSB-PriA inh
COc1cc(OC)c(Nc2cc(C(=O)N3CCC(C)CC3)nc3ccccc23)cc1Cl,-7
COc1ccc(-c2cc(N)on2)cc1,4
COc1ccc2c(NCc3ccccc3OC)c(C#N)cnc2c1,-9
COc1ccc2sc(N(Cc3ccccc3)C(=O)C3CCCN3S(C)(=O)=O)nc2c1 (configuration not stated),-8
COc1nn(C)cc1C(=O)NCCc1nc(-c2ccco2)cn1C,-1
COc1ccccc1C(=O)ON=C(C)c1ccc(N2C(=O)C3CCCCC3C2=O)cc1 (configuration not stated),-19
COc1ccccc1NC(=O)N1CCC(CNC(=O)Nc2c(F)cccc2F)CC1,-8
COc1ccc(C2C(=C(O)c3ccccc3)C(=O)C(=O)N2C)cc1OC (configuration not stated),-10
COc1ccc(OCC(=O)NN=C(C)c2ccc(-n3ccnc3)cc2)cc1,-3
COC(=O)c1ccc(NC(=O)c2cc(=O)c(OC)cn2C)cc1,1
CCN(CC)C(=S)SCC(=O)Nc1ccc(OC)cc1,5
COc1ccc(CNC(=O)N2CCC(Oc3cccc4cccnc34)CC2)cc1,0
COc1ccccc1CCNC(=O)C(=O)Nc1ccc(N2CCCS2(=O)=O)cc1,-8
COc1ccc(-n2c(Cc3cccn3C)nnc2SCC(=O)Nc2nc3ccccc3s2)cc1,-4
COc1ccc(NC(=O)c2ccc(=O)n(Cc3cccc(Cl)c3)c2)cc1OC,-8
COc1ccc(CCC(=O)N2CCN(Cc3nc(C(C)(C)C)cs3)CC2)cc1,-5
CCOC(=O)c1sc2ncn(N=Cc3ccc(O)c(OC)c3)c(=O)c2c1C,-6
COc1ccc(C=NNC(=O)c2sccc2C)c2ccccc12,-10
COc1ccccc1-c1noc(C2CN(CC(=O)Nc3cccnc3)C2)n1,3
COc1ccc(CCNC(=O)NCCn2ccc(-c3ccccn3)n2)cc1,-6
COc1ccc2nc(OC3CN(C(=O)c4cn(C)nn4)C3)sc2c1,5
